# Assay outcomes from PubChem BioAssay.
# GRIN3A LBD mod: NR3A (human) ligand-binding domain modulation; NR3A LBD differential scanning fluorimetry, Tm shift; 0% = protein alone, 100% = glycine-bound protein; Tm shift relative to glycine control, % at 25 µM; hit rate 2.5% among 340,000; AID 1259313;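 active = melting temperature shift of at least 10% of the positive control shift, at one fixed dose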
# hIAP inh: blocks human intestinal alkaline phosphatase; P09923; purified IAP, CDP-Star luminescence, 30 min; inhibition, % at 10 µM; hit rate 0.12% among 330,000; AID 2544;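 active = inhibition reaching a set limit with compound at 10 µM in the primary screen, cut at about 35% in these data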;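 note: plate controls were DMSO wells with enzyme for no effect and no-enzyme buffer wells for full effect; values of inactives mirror those of a sister screen read the other way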
# Target sequence (P09923 whole entry, looked up): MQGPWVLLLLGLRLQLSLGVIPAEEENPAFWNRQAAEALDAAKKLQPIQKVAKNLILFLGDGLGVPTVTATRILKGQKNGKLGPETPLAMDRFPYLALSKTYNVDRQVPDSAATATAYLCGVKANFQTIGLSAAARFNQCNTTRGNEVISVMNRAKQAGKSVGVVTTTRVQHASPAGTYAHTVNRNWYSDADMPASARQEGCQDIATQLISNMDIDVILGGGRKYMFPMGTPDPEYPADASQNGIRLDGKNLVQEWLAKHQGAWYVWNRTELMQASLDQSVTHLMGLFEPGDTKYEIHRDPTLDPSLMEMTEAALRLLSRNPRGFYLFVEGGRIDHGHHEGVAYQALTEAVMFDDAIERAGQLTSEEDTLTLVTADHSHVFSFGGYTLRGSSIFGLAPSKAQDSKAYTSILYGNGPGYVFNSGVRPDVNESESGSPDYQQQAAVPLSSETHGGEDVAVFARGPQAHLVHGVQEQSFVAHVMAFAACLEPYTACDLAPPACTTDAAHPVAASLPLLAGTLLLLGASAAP
# MPTP inh: permeability transition pore inhibition; hit rate 1.4% among 360,000; isolated mouse mitochondria, Ca2+ swelling absorbance, 30 min; inhibition, % at 10 µM;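 active = inhibition of 50% or more, scaled per plate between neutral and stimulator controls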;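 note: 0% = DMSO wells given calcium and 100% = 1 mM EGTA wells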
# mIAP act: mouse IAP activation. muIAP, CDP-Star luminescence, 30 min; active compounds read high; 1 = vehicle-only enzyme signal, 0 = enzyme-free wells. activation factor at 10 µM. hit rate 0.24% among 330,000;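 active = activation factor of at least 2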; note: the source names both 10 and 20 µM as test concentration; values of inactives mirror those of a sister screen read the other way
#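 System: Mouse IAP enzyme | Also added: CDP-Star substrate | Dosing: Compounds dispensed in DMSO | Schedule: 30 min enzyme-substrate-compound incubation at room temperature | Technique: Chemiluminescence readout | Control set: DMSO-only wells and no-enzyme negative control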
# hIAP act: human IAP activation | purified human IAP, CDP-Star luminescence, 30 min; active compounds read high; 1 = vehicle-only enzyme, 0 = enzyme-free background | activation factor at 10 µM | hit rate 0.16% among 330,000 | AID 2524;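 active = activation factor of the enzyme at least 2-fold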; note: the source names both 10 and 20 µM as test concentration; values of inactives mirror those of a sister screen read the other way
# A3G deaminase: inhibitors of human APOBEC3G DNA deaminase | Q9HC16 | recombinant A3G, ssDNA deamination FAM/TAMRA fluorescence | inhibition, % at 20 µM | hit rate 0.28% among 330,000 | AID 493012;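 active = inhibition of at least 40% at 20 µM, with no more than 30% in the related APOBEC3A deaminase screen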;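 note: plate controls were DMSO wells with A3G for no effect and wells lacking A3G enzyme for full effect; some compounds called inactive have numbers as strong as hits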
# Target sequence (Q9HC16 whole entry, looked up): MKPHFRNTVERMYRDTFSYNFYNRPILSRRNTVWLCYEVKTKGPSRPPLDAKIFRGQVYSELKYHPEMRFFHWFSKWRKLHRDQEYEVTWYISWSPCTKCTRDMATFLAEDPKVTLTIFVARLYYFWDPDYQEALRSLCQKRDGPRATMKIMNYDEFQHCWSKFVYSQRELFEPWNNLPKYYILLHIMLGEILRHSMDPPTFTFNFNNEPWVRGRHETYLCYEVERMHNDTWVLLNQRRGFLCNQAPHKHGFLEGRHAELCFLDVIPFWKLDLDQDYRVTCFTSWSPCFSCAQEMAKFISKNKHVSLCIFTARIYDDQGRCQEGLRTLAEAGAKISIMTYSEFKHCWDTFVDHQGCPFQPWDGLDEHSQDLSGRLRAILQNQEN
# MIN6 prolif: inducers of beta-cell replication in MIN6 cells | MIN6 cells proliferation, ATPlite luminescence, 48 h; cells starved in 0.2% serum; 100% = growth in 10% serum | proliferation, % at 10 µM | hit rate 0.29% among 330,000 | AID 2380;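 active = compounds whose signal lies at least 3.5 SD above the mean of all wells on their plate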;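 note: 0% = DMSO-treated cells in low-serum medium and 100% = 10% serum control; some compounds called inactive have numbers as strong as hits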
# A3A deaminase: inhibitors of human APOBEC3A DNA deaminase; P31941; recombinant A3A, FAM/TAMRA ssDNA deamination fluorescence; inhibition, % at 20 µM; hit rate 0.41% among 330,000; AID 493011;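 active = at least 40% inhibition at 20 µM here, with at most 30% in a related deaminase screen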;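 note: plate controls were A3A with DMSO for no effect and wells lacking A3A enzyme for full effect; some results filed as inactive read as strong as hits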
# Target sequence (P31941 whole entry, looked up): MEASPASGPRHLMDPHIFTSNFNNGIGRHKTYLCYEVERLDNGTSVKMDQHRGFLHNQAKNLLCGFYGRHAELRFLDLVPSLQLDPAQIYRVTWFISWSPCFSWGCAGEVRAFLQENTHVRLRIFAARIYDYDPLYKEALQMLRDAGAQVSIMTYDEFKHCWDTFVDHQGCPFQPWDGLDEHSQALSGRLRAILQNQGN
# mIAP inh: blocks mouse intestinal alkaline phosphatase; AID 2806; inhibition, % at 10 µM; hit rate 0.2% among 330,000; purified mouse IAP, CDP-Star luminescence, 30 min;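 active = inhibition of at least 40% at 10 µM in the primary screen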;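 note: plate controls were DMSO with enzyme for no effect and no enzyme wells for full effect; values of inactives mirror those of a sister screen read the other way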
# Starred values were filed as active, the others as inactive; . = not tested or not shown.
SMILES,GRIN3A LBD mod,hIAP inh,MPTP inh,mIAP act,hIAP act,A3G deaminase,MIN6 prolif,A3A deaminase,mIAP inh
COCc1ccc(C(=O)N2CCCC(Nc3ccc(C(C)C)cc3)C2)s1 (stereo not given),0.3,7.4,0.4,1.02,0.926,-11.5,-4.4,-0.6,-1.7
CC1(C)CC(=O)C=C(c2cc3ccccc3s2)C1,-0.2,17.7,-2.0,0.9,0.823,-3.9,1.0,-2.0,10.0
CCOc1ccc(NC(=O)c2ccccc2O)cc1,1.6,7.8,-6.0,1,0.922,-1.1,-5.1,1.0,-0.5
c1ccc2c(-c3nn[nH]n3)cccc2c1,11.6*,-11.0,-1.5,0.991,1.11,-5.4,0.0,0.4,0.9
O=C(COC(=O)c1ccc(F)cc1F)Nc1ncccn1,-0.1,-3.8,0.6,0.893,1.04,28.1,-2.1,18.5,10.7
Cc1ccc(C(=O)N/N=C2\SCC(=O)N2c2cc(C)ccc2C)cc1,2.3,3.2,-0.3,0.929,0.968,-10.8,-1.8,-6.2,7.1
O=C(CN1CCC(c2nc3ccccc3[nH]2)CC1)Nc1ccc2c(c1)OCO2,-2.3,-3.8,-3.9,1.14,1.04,2.1,-1.8,2.8,-14.3
O=C(Cc1ccccc1)Nc1nnc(-c2cccs2)s1,-1.3,-18.0,0.6,0.992,1.18,-3.4,-2.1,-1.1,0.8
COc1ccc(NC(=S)N/C(=N/S(=O)(=O)c2ccc(C)cc2)c2ccccc2)cc1,0.5,3.5,-0.1,0.961,0.965,1.9,-4.4,0.3,3.9
O=C(NCc1ccc(F)cc1)C1(c2cccs2)CCOCC1,-6.8,16.6,-0.9,0.965,0.834,-4.3,0.0,-4.6,3.5
COc1ccccc1C1c2[nH]c3ccccc3c2CCN1Cc1cnc(C)s1 (stereo not given),-5.8,24.7,-0.1,0.968,0.753,-3.9,-2.3,0.8,3.2
COc1ccc(CC(NC(C)=O)C(=O)NC2CCN(C(=O)Nc3ccc(Cl)cc3)CC2)cc1OC (stereo not given),-3.2,5.3,6.1,1.1,0.947,0.4,-3.4,0.6,-9.7
CC1CCC2(CC1)Nc1ccccc1C(=O)N2c1ccccc1 (stereo not given),0.9,4.1,-1.4,1.04,0.959,-4.4,1.6,-5.9,-4.0
COCCn1c(N)c(N(Cc2ccccc2)C(=O)CN2C(=O)NC(C)(c3ccccc3)C2=O)c(=O)[nH]c1=O (stereo not given),-0.3,2.0,-1.0,0.972,0.98,-6.3,0.5,1.2,2.8
COc1ccc(C(=O)NCCCOC(=O)c2ccc(OC)cc2)cc1,-0.8,9.0,1.6,0.935,0.91,-5.5,3.0,-1.1,6.5
COc1ccc(CCNC(=O)CCc2ccccc2)cc1OC,0.9,-18.2,-0.1,1.01,1.18,-4.6,-1.5,0.4,-1.0
COc1ccccc1N1C(=O)CC(Sc2nccc(C)n2)C1=O (stereo not given),-1.6,-2.6,-1.2,0.982,1.03,3.5,5.5,2.6,1.8
CC(C)Sc1nc2ccccc2n1CC(N)=O,1.5,6.1,0.7,0.952,0.939,-6.6,1.4,0.7,4.8
Cc1onc(-c2c(F)cccc2Cl)c1C(=O)N1CCc2ccccc2C1,1.0,-11.0,0.5,0.956,1.11,-6.9,-3.9,-3.5,4.4
CCCC[C@@H]1C[C@H]1[C@@H](NC(=O)c1cccs1)c1ccc(Cl)cc1,-12.9,2.8,.,1.24,0.972,-12.3,-9.0,-3.7,-24.1
COc1ccc2cc(S(=O)(=O)N3CCCCCC3)ccc2c1,-0.5,-15.4,-1.2,0.974,1.15,-8.0,-2.0,-0.4,2.6
CCCn1cc(NC(=O)c2cc3n(n2)C(C(F)(F)F)CC(c2ccccc2)N3)cn1 (stereo not given),-1.8,6.0,-1.8,1.04,0.94,-2.4,-2.1,-2.7,-3.7
COc1ccc(C(=O)C(C)OC(=O)c2cccc(S(=O)(=O)Nc3cc(Cl)c(OC)cc3OC)c2)cc1 (stereo not given),-19.6,-1.5,44.1,0.888,1.01,-4.1,0.0,0.1,11.2
Cc1cc(OCC(O)CN2CCc3ccccc3C2)ccc1Cl (stereo not given),0.8,-8.5,2.7,0.955,1.08,-2.7,-2.6,-0.8,4.5
CC(C)(C)C(=O)Nc1ccccc1C(=O)Nc1cccnc1,0.5,-3.0,-0.6,0.974,1.03,-5.0,-1.9,-3.1,2.6

# At a glance, three of the compounds above:
SMILES,GRIN3A LBD mod,hIAP inh,MPTP inh,mIAP act,hIAP act,A3G deaminase,MIN6 prolif,A3A deaminase,mIAP inh
COCc1ccc(C(=O)N2CCCC(Nc3ccc(C(C)C)cc3)C2)s1 (stereo not given),0.3,7.4,0.4,1.02,0.926,-11.5,-4.4,-0.6,-1.7
CC1(C)CC(=O)C=C(c2cc3ccccc3s2)C1,-0.2,17.7,-2.0,0.9,0.823,-3.9,1.0,-2.0,10.0
CCOc1ccc(NC(=O)c2ccccc2O)cc1,1.6,7.8,-6.0,1,0.922,-1.1,-5.1,1.0,-0.5

# The main list resumes, starting four compounds before the break.
SMILES,GRIN3A LBD mod,hIAP inh,MPTP inh,mIAP act,hIAP act,A3G deaminase,MIN6 prolif,A3A deaminase,mIAP inh
CCCn1cc(NC(=O)c2cc3n(n2)C(C(F)(F)F)CC(c2ccccc2)N3)cn1 (stereo not given),-1.8,6.0,-1.8,1.04,0.94,-2.4,-2.1,-2.7,-3.7
COc1ccc(C(=O)C(C)OC(=O)c2cccc(S(=O)(=O)Nc3cc(Cl)c(OC)cc3OC)c2)cc1 (stereo not given),-19.6,-1.5,44.1,0.888,1.01,-4.1,0.0,0.1,11.2
Cc1cc(OCC(O)CN2CCc3ccccc3C2)ccc1Cl (stereo not given),0.8,-8.5,2.7,0.955,1.08,-2.7,-2.6,-0.8,4.5
CC(C)(C)C(=O)Nc1ccccc1C(=O)Nc1cccnc1,0.5,-3.0,-0.6,0.974,1.03,-5.0,-1.9,-3.1,2.6
COc1ccc(O)c(/C=c2/sc3nc4cc(C)c(C)cc4n3c2=O)c1,-2.0,-11.6,14.6,0.946,1.12,0.3,-5.2,-0.4,5.4
Cc1ccc(N(CC(=O)NCc2ccc(F)cc2)C(=O)c2csnn2)c(C)c1,-2.6,-12.3,0.2,1.04,1.12,-4.6,-2.0,3.0,-3.6
Cc1cc(C)c(C(=O)C[n+]2cccc(C(N)=O)c2)c(C)c1,-0.6,19.0,1.9,0.985,0.81,-8.4,-2.1,-3.1,1.5
CS(=O)(=O)c1ccc(C(=O)NC2CCCc3ccccc32)cc1 (stereo not given),-1.7,-0.2,-0.6,0.914,1,-3.0,-3.9,8.8,8.6
Cc1ccc(CN(C)C(=O)c2cc(COc3ccc(F)cc3Cl)on2)o1,2.5,-11.9,-0.7,0.954,1.12,-1.2,-3.5,0.4,4.6
COc1ccc(-c2oc(=O)c3cc(OC)c(OC)cc3c2-c2ccc3c(c2)OCO3)cc1,0.6,12.6,-0.1,0.921,0.874,-6.8,-5.4,0.7,7.9
O=C(C1=C[C@@H](c2ccc(Br)cc2)C[C@@H](OCc2ccc(CO)cc2)O1)N1CCN(Cc2ccccc2)CC1,-9.0,-14.0,-1.1,0.992,1.14,-12.6,-8.2,-4.8,0.8
Cc1ccc(-c2csc(NC(=O)Cn3[nH]c(=O)c4ccccc4c3=O)n2)cc1,-3.7,-23.6,6.1,0.972,1.24,-8.0,-4.8,5.6,2.8
Cc1onc(-c2ccccc2)c1C(=O)NC(=S)NNC(=O)c1ccc(O)cc1,-12.4,-8.0,-14.6,0.747,1.08,-7.4,0.0,-1.2,25.3
O=C(Nc1ccc(N2CCOCC2)c(Cl)c1)c1cccc(-n2cnnc2)c1,0.4,-10.0,-0.8,0.997,1.1,-6.6,-4.1,-7.4,0.3
c1ccc(C2=NNC(c3ccco3)=Nc3ccccc32)cc1,-3.9,3.3,-1.3,1.05,0.967,-8.6,-3.6,-0.2,-5.4
Cc1cc(OCC(=O)Nc2cccc(S(=O)(=O)N3CCCC3)c2)ccc1Cl,-4.1,-7.5,4.9,1.42,1.07,0.4,-4.4,-5.5,-41.5
CCOC(=O)c1[nH]c2ccc(Br)cc2c1NC(=O)CCN1CCC(C(=O)OCC)CC1,1.4,-5.7,1.2,0.942,1.06,2.6,-3.6,1.4,5.8
Cc1ccc(NC(=O)NCC2CCN(Cc3cccc(Cl)c3)CC2)cc1Cl,-0.4,-39.4,9.5,4.21*,1.39,-5.6,-5.9,0.0,-321.5
COc1ccccc1NC(=O)Nn1cnnc1,0.1,1.0,0.1,0.921,0.991,-4.2,3.2,-3.5,7.9
CCOC(=O)c1sc(NC(=O)CSc2nc3c(c(-c4ccc(OC)cc4)c2C#N)CCCC3)c(C#N)c1C,-17.0,2.1,9.6,0.939,0.979,-3.5,-2.4,2.9,6.1
O=S(=O)(c1ccccc1)N1CCC2(CC1)CO2,-1.6,2.5,-0.2,0.997,0.975,-1.4,-4.3,15.4,0.3
Nc1cc(N)nc(SCc2ccccc2)n1,-1.3,14.2,0.5,1.02,0.858,-0.1,0.9,1.0,-1.7
CCc1nnc(NC(=O)CC23CC4CC(CC(Br)(C4)C2)C3)s1,-2.0,-0.4,-0.6,1.01,1,-4.7,-0.6,-1.6,-1.4
CCC(=O)NC(c1cc(Cl)c2cccnc2c1O)C1CC1 (stereo not given),-20.6,-43.8,-1.8,0.989,1.44,-7.5,-7.4,-5.0,1.1
Cc1nn(CCCC(=O)NCc2ccccc2)c(=O)c2nn(-c3ccccc3)c(C)c12,0.7,-21.4,-0.8,1.02,1.21,0.1,3.0,-0.4,-2.3
CCN(CC)C(=S)Oc1ccc(Cl)cc1Cl,0.2,-9.6,1.9,0.947,1.1,-1.5,-1.7,-2.3,5.3
Cc1nc(SCC(=O)NCc2ccco2)c2c(C)c(C)sc2n1,0.3,13.6,-0.4,0.875,0.864,-7.6,1.8,-2.2,12.5
CSc1ccc(C(=S)N2CCCCCC2)cc1,0.7,9.4,-0.5,0.947,0.906,-10.0,-0.1,-6.4,5.3
Cc1ccc(C2CC2C(=O)NN)cc1 (stereo not given),-0.5,-9.5,-0.4,0.971,1.09,-5.4,-2.3,-2.2,2.9
COC(=O)C(C)Sc1nc2c(cnn2-c2ccccc2)c(=O)[nH]1 (stereo not given),-1.1,-0.4,-0.1,1.06,1,2.0,-0.1,1.8,-6.3
Cc1nc2ccccc2n1C(=O)c1cc(-c2ccc(Br)cc2)nc2ccccc12,1.5,3.1,1.2,0.94,0.969,-4.1,-1.7,-1.9,6.0
COc1ccc(N(CC(=O)Nc2ccc3c(c2)OCCO3)S(=O)(=O)c2c(C)nn(C)c2C)cc1,-1.6,14.6,0.2,1.01,0.854,-9.7,-2.0,-4.3,-1.1
COc1ccc(C(=O)c2c(-c3ccc(OC)cc3)oc3ccc(-c4cc(OC)c(OC)c(OC)c4)cc23)cc1,0.5,7.4,-0.1,0.942,0.926,-13.0,1.6,-6.6,5.8
COc1ccc(OCc2cc(C(=O)NC(C)Cn3cncn3)no2)c(Cl)c1 (stereo not given),-0.6,2.0,-0.4,1.01,0.98,-4.9,-2.8,3.2,-1.1

# 3 of the entries above in order of their number in hIAP act, falling:
Compound,hIAP act
O=C(Nc1ccc(N2CCOCC2)c(Cl)c1)c1cccc(-n2cnnc2)c1,1.1
Cc1nc(SCC(=O)NCc2ccco2)c2c(C)c(C)sc2n1,0.864
COc1ccc(N(CC(=O)Nc2ccc3c(c2)OCCO3)S(=O)(=O)c2c(C)nn(C)c2C)cc1,0.854

# Look-ups from the results shown.
# In MIN6 prolif, CCC(=O)NC(c1cc(Cl)c2cccnc2c1O)C1CC1 (stereo not given) has -7.4
# In A3A deaminase, COc1ccc(C(=O)c2c(-c3ccc(OC)cc3)oc3ccc(-c4cc(OC)c(OC)c(OC)c4)cc23)cc1 has -6.6

# No enrichment for hits; overall some 5% were active at least once.
